Assay outcomes as filed in PubChem.
zfTRPN1 agonist – activates the zebrafish TRPN1 channel; HEK293 zebrafish TRPN1-YFP, Fluo-8 calcium fluorescence; 100% = response to 87 µM carbachol; activation, % at 3 µM; 220,000 compounds, 0.18% hits; AID 1424;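 active = activation above its plate's cutoff, the mean activation of test wells on that plate plus 3 SD, cut at about 19% in these data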;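 also: 0% = DMSO alone and 100% = 87 µM carbachol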
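Material: zebrafish TRPN1-YFP in HEK293 cells. Doses: one dose of 3 µM, 0.3% DMSO. Incubation: dye 1 h 37 °C plus 30 min RT. Measured by: intracellular calcium fluorescence with Fluo-8.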
PPC-1+TRAIL kill – PPC-1 cancer cell killing with TRAIL present; PPC-1 cells + TRAIL, ATPLite viability luminescence; cell killing (% activity), % at 4 µM; AID 1443; 220,000 compounds, 0.41% hits;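 active = cell killing above 50% in the first pass at 4 µM, then a duplicate retest at 5 µM averaging 50% or more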;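 also: plate controls were cells with TRAIL plus DMSO for no effect and medium-only wells lacking cells for full effect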
Cl transport mod – modulators of human KCC2 chloride dependent transport. B-score of Tl+ flux slope (higher = more flux/activation; lower = inhibition) at 10 µM. AID 1456. 190,000 compounds, 2.2% hits. KCC2 cells, thallium flux FluoZin-2 fluorescence. Q9H2X9;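 active = thallium flux slope and its plate-corrected score both differing from the plate sample mean at a set confidence after two filtering rounds, in either direction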;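 also: slope of fluorescence scaled to starting intensity during 10 to 20 s after thallium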
TRPML3 ag – activates the human TRPML3 channel; Q8TDD5; HEK293 TRPML3-YFP, Fluo-8 calcium fluorescence; 100% = the carbachol control signal; activation, % at 3 µM; 220,000 compounds, 0.29% hits; AID 1448;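 active = activation above its plate's cutoff, the mean activation of the plate's test wells plus 3 SD, cut at about 12% in these data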;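 also: 0% = DMSO only wells and 100% = carbachol wells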
Target sequence (Q8TDD5 whole entry, looked up): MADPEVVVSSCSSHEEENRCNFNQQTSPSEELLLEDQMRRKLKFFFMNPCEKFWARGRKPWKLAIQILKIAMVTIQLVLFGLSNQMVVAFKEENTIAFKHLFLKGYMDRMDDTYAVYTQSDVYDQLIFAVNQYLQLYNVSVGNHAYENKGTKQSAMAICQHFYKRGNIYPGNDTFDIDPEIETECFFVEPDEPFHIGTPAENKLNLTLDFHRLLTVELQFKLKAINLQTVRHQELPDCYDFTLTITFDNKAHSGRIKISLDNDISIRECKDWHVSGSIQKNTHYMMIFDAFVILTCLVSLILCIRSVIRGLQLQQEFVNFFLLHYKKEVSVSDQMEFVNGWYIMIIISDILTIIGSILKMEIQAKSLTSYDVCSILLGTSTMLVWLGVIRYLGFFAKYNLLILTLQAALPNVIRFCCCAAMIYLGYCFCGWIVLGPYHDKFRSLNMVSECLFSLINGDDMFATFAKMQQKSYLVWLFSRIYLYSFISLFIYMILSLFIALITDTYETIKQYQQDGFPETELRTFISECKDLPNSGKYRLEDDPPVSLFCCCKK
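Material: HEK293 cells stably carrying human TRPML3-YFP; compound dosing: single dose, 3 µM final nominal compound, 0.3% DMSO final; incubation: 1-h 37 °C dye load, 5-s basal, 120-s post-compound reads; technique: Fluo-8 intracellular calcium fluorescence, excitation 470-495 nm, emission 515-575 nm; read-out basis: percent activation from peak-to-basal fluorescence ratio, scaled between DMSO and carbachol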
thrombin 1536 – thrombin (human) inhibition; P00734; alpha-thrombin, Boc-VPR-AMC fluorogenic substrate cleavage; inhibition, % at 5 µM; 220,000 compounds, 0.26% hits; AID 1046;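 active = inhibition at or above 40%; inactive = inhibition below 40%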;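 also: 0% = enzyme with no compound and 100% = wells without enzyme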
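Assay system: human alpha-thrombin enzyme. Reagent: Boc-VPR-AMC substrate, 15 µM final. Compound dosing: one concentration per compound, 5 µM, with 0.2% DMSO. Incubation: room-temperature reaction. Technique: AMC fluorescence, 355/460 nm. Measure: % inhibition relative to enzyme controls and enzyme-free blanks.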
TbHK1 inh – T. brucei hexokinase 1 inhibition; inhibition, % at 10 µM; AID 1430; recombinant TbHK1, G6PDH-coupled NADH A340; 220,000 compounds, 0.11% hits;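 active = inhibition of 50% or more in the single-dose primary screen; inactive = inhibition below 50%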
Furin inh – blocks human furin protease activity | AID 463115 | purified furin, fluorogenic substrate cleavage | inhibition, % at 30 µM | P09958 | 220,000 compounds, 0.061% hits; in the data active = inhibition above about 25%; also: inactives centre near -15
m-calpain inh – blocks pig calpain II enzyme activity. inhibition, % at 16 µM. purified calpain II, fluorogenic peptide substrate, 30 min. 220,000 compounds, 0.37% hits;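 active = inhibition above about 50%, limit read from the data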
EBV gp42 inh – EBV gp42 inhibition; 220,000 compounds, 0.42% hits; Fluorescence polarization binding assay, mP read-out; AID 1085; inhibition, % (tested at 21.74 µM); Q1HVG2; in the data active = inhibition above about 50%
Target sequence (Q1HVG2 whole entry, looked up): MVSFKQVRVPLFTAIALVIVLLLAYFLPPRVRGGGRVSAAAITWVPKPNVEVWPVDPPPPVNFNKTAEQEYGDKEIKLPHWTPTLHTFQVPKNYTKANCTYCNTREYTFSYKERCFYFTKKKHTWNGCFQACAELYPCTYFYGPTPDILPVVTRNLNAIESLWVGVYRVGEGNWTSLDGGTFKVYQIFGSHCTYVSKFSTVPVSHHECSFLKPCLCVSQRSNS
Starred values were filed as active, the others as inactive; · = no result given; [ ] = remark or other dose. Outcome played no part in choosing rows, and some 3.6% of all compounds hit somewhere here.

SMILES	zfTRPN1 agonist	PPC-1+TRAIL kill	Cl transport mod	TRPML3 ag	thrombin 1536	TbHK1 inh	Furin inh	m-calpain inh	EBV gp42 inh
Cc1nn(-c2ccccc2)c(C)c1NC(=O)COc1ccc(C#N)cc1	0.3	5.2	0.364	0.0	-15.2	3.7	-15.8	-20.9	-1.6
Cc1occc1-c1nnc(SCC(=O)N2CC(=O)Nc3ccccc32)n1CC(C)C	0.3	-5.8	-1.93	0.0	1.4	-4.1	-22.6	-36.6	-10.6
O=C(NN1CCOCC1)C12CC3CC(CC(C3)C1)C2	0.1	11.9	0.287	0.5	-5.6	2.3	-19.3	-11.0	2.8
O=C(c1ccc(CNS(=O)(=O)c2ccccc2)cc1)N1CCN(Cc2ccccc2)CC1	4.8	2.2	·	2.9	-8.1	-2.2	-21.1[20 µM]	-14.1	-5.4
C=CCC(O)c1c(-c2ccccc2)nn(C)c1Cl (stereo not drawn)	-0.4	28.5	0.266	-0.6	-1.2	9.8	-31.3	30.2	-7.0
Cc1cccc(-n2c(=O)c3c4c(sc3n3c(=S)[nH]nc23)CCC4)c1	1.1	-2.8	-0.887	0.7	-11.0	1.0	-17.4	26.8	-4.0
C/C(=N\NC(=O)Cn1ccc(C(F)(F)F)n1)c1ccco1	1.0	-2.4	0.734	-0.2	-6.5	-7.7	-31.9	40.1	-1.7
O=C(NCCc1ccccc1)C1CCN(c2nc3ccccc3o2)CC1	1.8	14.0	-2.01	0.1	-3.8	4.8	-25.6	-26.4	-2.8
Cc1ccc(C(O)c2ccncc2)cc1 (stereo not drawn)	-0.5	30.5	0.655	0.3	-2.1	-8.1	-2.3[20 µM]	-8.7	-5.4
CCn1c(SCC(=O)NC(C)(C)C)nnc1-c1ccncc1	-1.2	7.6	-0.329	1.1	6.7	-5.2	-9.8	-2.2	-5.5
COc1ccc(NC2=CC(c3ccc(OC)cc3)N(c3ccc(OC)cc3)C2=O)cc1 (stereo not drawn)	1.0	33.8	1.04	1.3	-8.0	-5.8	-19.4	-63.3	-5.1
C/C(=N/NC(=O)CN1CCN(Cc2ccccc2Cl)CC1)c1cccnc1	3.0	21.7	0.114	1.0	-1.0	-8.6	-23.7	-14.1	-3.4
COC(=O)C1SCC2C(=O)N(Cc3ccc(Cl)c(Cl)c3)CC(=O)N21 (stereo not drawn)	-0.8	28.5	2.28	0.1	17.9	6.9	-5.6	15.9	2.0
Nn1cnnc1SCC(=O)Nc1ccc2c(c1)OCCO2	0.3	7.6	1.23	1.6	4.3	-4.1	-24.5[20 µM]	-28.4	-14.8
CCCOc1ccc(/C=C2\SC(=S)N(CC3CCCO3)C2=O)cc1 (stereo not drawn)	1.6	17.2	-0.119	-0.2	4.0	16.2	7.6	36.8	-11.0
CC(C)CNC(=S)Nc1ccc(F)cc1	2.9	31.5	1.54	1.3	3.4	20.7	-16.7	4.6	-3.6
O=C(CCc1c[nH]c2ccccc12)NCc1ccc2c(c1)OCO2	-0.4	8.4	0.214	-0.7	-1.6	-2.7	-15.8[20 µM]	23.9	-16.4
CCNc1nc(NCC)nc(OCCNS(=O)(=O)c2cc(C)ccc2C)n1	-0.6	0.1	·	0.4	33.7	0.1	-10.0[20 µM]	12.9	-11.8
COc1ccc(NC(=O)CSc2nc3ccccc3c(=O)n2CCCN2CCOCC2)c(OC)c1	-0.7	25.4	-1.52	-0.1	-1.5	-6.3	-10.9	-1.3	-5.2
O=S(=O)(NCCSc1nc2ccccc2o1)c1ccccc1	-1.5	1.3	-0.582	-0.6	-0.3	10.2	-19.6	-11.0	-2.9
CC(C)NC(=O)CC(=O)N/N=C/c1ccc(F)cc1	0.7	-1.2	0.497	0.8	-5.4	5.4	0.2[20 µM]	18.0	-10.7
CCOC(=O)C1CCN(S(=O)(=O)c2ccc3[nH]c(=O)oc3c2)CC1	3.7	0.8	-0.786	1.9	-1.8	-7.9	-25.9	-17.7	-6.9
O=C(CCN1C(=O)C2C3CCC(C3)C2C1=O)Nc1ccc([N+](=O)[O-])cc1 (stereo not drawn)	-0.7	32.5	0.682	0.9	-5.8	-17.1	-16.6	9.3	0.0
O=C(NCCc1cccc(Cl)c1)c1cccc([N+](=O)[O-])c1	-0.5	2.6	-0.806	-0.9	-8.4	5.7	-19.4	-2.3	9.3
COc1ccc(-c2csc(-c3ccc(O)cc3)n2)cc1	0.6	7.3	0.315	-0.5	6.1	-7.7	-10.6	29.1	5.3

Structural class, those above with an aryl methoxy group.
SMILES	zfTRPN1 agonist	PPC-1+TRAIL kill	Cl transport mod	TRPML3 ag	thrombin 1536	TbHK1 inh	Furin inh	m-calpain inh	EBV gp42 inh
COc1ccc(NC2=CC(c3ccc(OC)cc3)N(c3ccc(OC)cc3)C2=O)cc1 (stereo not drawn)	1.0	33.8	1.04	1.3	-8.0	-5.8	-19.4	-63.3	-5.1
COc1ccc(NC(=O)CSc2nc3ccccc3c(=O)n2CCCN2CCOCC2)c(OC)c1	-0.7	25.4	-1.52	-0.1	-1.5	-6.3	-10.9	-1.3	-5.2
COc1ccc(-c2csc(-c3ccc(O)cc3)n2)cc1	0.6	7.3	0.315	-0.5	6.1	-7.7	-10.6	29.1	5.3

Further compounds:
SMILES	zfTRPN1 agonist	PPC-1+TRAIL kill	Cl transport mod	TRPML3 ag	thrombin 1536	TbHK1 inh	Furin inh	m-calpain inh	EBV gp42 inh
Nc1nc(N2CCN(C/C=C/c3ccccc3)CC2)nc2ccccc12	1.1	16.4	1.91	0.7	-4.3	-1.9	-28.0[20 µM]	-12.0	0.5
CC1(c2ccccc2)NC(=O)N(CC(=O)Nc2ccc([N+](=O)[O-])cc2)C1=O (stereo not drawn)	1.4	3.5	·	1.1	1.3	-16.3	-1.8	-21.0	-2.4
COC(=O)NCCOC(=O)N(O)c1ccc(Br)cc1	1.0	12.7	-0.621	-0.3	-0.6	56.7*	-2.5	6.0	0.3
S=C(Nc1ccc2nc(-c3ccccn3)c(-c3ccccn3)nc2c1)N1CCCCCC1	0.1	15.3	-0.517	0.7	-12.5	-10.9	-10.6	-12.1	6.6
Cc1cc(C)nc(SC2CCCCC2O)n1 (stereo not drawn)	-0.7	23.3	-1.04	0.6	-6.4	-3.8	-14.3[20 µM]	14.1	-18.5
COC(=O)CNc1nc(Cl)nc(N2CCC(C)CC2)n1	0.9	-3.9	0.436	1.1	-7.8	7.6	-13.2	6.4	0.9
CN(C)/C=C/C(=O)c1cnc2n(c1=O)CCS2	-0.1	-2.5	-0.281	0.2	-10.1	-18.6	-5.7	1.2	-13.9
CCOc1ccc(CCNC(=O)CSc2cc(=O)n(C)c3ccccc23)cc1OCC	0.2	-1.7	-0.984	-0.8	0.8	1.1	-6.4	20.1	-6.4
N/C(=N\OC(=O)CSc1ccccc1)c1ccc([N+](=O)[O-])cc1	-1.7	-4.9	-0.0909	-0.4	2.6	25.5	3.1	15.3	-13.9
CCSc1nnc(C)c2ccccc12	2.7	-20.8	-0.0678	0.7	2.7	2.8	-16.2	-8.1	-24.8
N#C/C(=C\c1c[nH]c2ccccc12)C(=O)Nc1ncc(Cc2ccc(Cl)cc2Cl)s1	0.0	-1.6	1.3	0.9	10.3	-7.1	-12.5	-101.8	0.2
O=C(CC1NC(=O)NC1=O)NC1(C(=O)NC2CCCCC2)CCCCC1 (stereo not drawn)	-0.5	8.4	·	0.7	0.4	4.5	-23.9	-13.6	-1.3
CCN1CCc2c(sc(NC(=S)NC(=O)c3ccccc3)c2C#N)C1	1.2	33.2	-1.41	0.4	7.6	-17.0	-16.4[20 µM]	-23.0	-26.9
CCCNC(=O)c1c(N)n(-c2ccc(S(N)(=O)=O)cc2)c2nc3ccccc3nc12	0.0	15.2	·	-0.2	-5.7	-14.6	-25.7[20 µM]	-244.4	2.4
CC1CCC2(CC1)NC(=O)N(CC(=O)NCc1cccs1)C2=O (stereo not drawn)	-0.1	-8.7	-0.0078	0.7	-7.1	-6.8	-24.8	-1.8	-10.2
COc1cc(C2CC(c3cccnc3)=NN2c2ccc(F)cc2)cc(OC)c1OC (stereo not drawn)	0.9	14.4	0.0718	0.8	-26.7	-3.6	-33.1	-149.3	0.8
NCCCC[C@H]1CNC(=O)C(=O)N1CCCCC1CCCCC1	·	-15.6	0.735	·	-10.5	-11.2	-34.7	-9.2	-20.4
c1ccc(-c2csc(-n3cnnn3)n2)cc1	1.7	5.4	0.00464	0.7	-3.8	2.2	-7.6	0.1	-12.8
O=C(Nc1cccc(Cl)c1)N1CCSc2cc(Cl)ccc21	-2.7	7.6	0.00464	-1.2	2.3	0.6	7.5[20 µM]	-2.2	3.6
CCCN1C(=O)C(NC(C)=O)c2ccccc21 (stereo not drawn)	1.4	2.4	·	0.0	-8.8	-1.1	-23.0[20 µM]	-6.9	-3.0
CC(Sc1nnc(-c2ccc(Cl)cc2)n1C)C(N)=O (stereo not drawn)	-0.1	1.9	·	0.4	-4.3	4.2	-15.5	12.5	-8.3
CCOC(=O)c1c(NC(=O)CSc2n[nH]c(N)n2)sc(CC)c1C	-0.2	16.5	-2.54	-0.1	-4.8	-2.3	-21.7	14.0	-18.6
CC(=O)c1ccccc1NC(=O)CSc1nnc2ccccn12	0.2	3.8	0.835	1.4	4.6	-11.4	-12.7[20 µM]	13.4	-2.8
COc1cc(C2C3=C(CCCC3=O)Nc3[nH]n(-c4ccccc4)c(=O)c32)cc(OC)c1OC (stereo not drawn)	1.9	4.2	-0.0197	0.4	-0.6	-25.1	-18.6	8.3	-22.7
Cc1ccc(-c2nnn(CC(=O)N(CC(=O)NC3CCCC3)c3ccc(F)c(Cl)c3)n2)o1	-0.5	10.9	0.262	0.6	-0.4	3.5	-23.1[20 µM]	26.6	-8.5

Next part:
SMILES	zfTRPN1 agonist	PPC-1+TRAIL kill	Cl transport mod	TRPML3 ag	thrombin 1536	TbHK1 inh	Furin inh	m-calpain inh	EBV gp42 inh
Cc1cc(CSc2ccccc2)ccc1NC(=O)c1ccc(Br)cc1	0.5	7.9	0.095	0.8	1.5	9.4	-13.2	-0.1	2.1
O=[N+]([O-])c1ccc(/C=N/NC(=S)Nc2ccccc2C(F)(F)F)o1	0.1	8.6	20.6*	-0.7	8.1	-7.8	-8.6	7.8	0.2
N#Cc1ccccc1CSc1nc2ncc(Br)cc2[nH]1	-0.1	16.1	-0.0312	0.2	-5.2	16.5	-19.6	-43.2	-13.9
Cc1ccc(NC(=S)/C(=C(\[O-])c2ccc(Cl)s2)[n+]2cccc(CO)c2)cc1C	1.1	-4.0	0.0894	1.0	-2.2	-12.4	0.3	-39.3	-1.8
O=C(COC(=O)c1ccc(S(=O)(=O)NCc2ccco2)cc1)NC1CCCCCC1	3.2	12.3	0.251	1.9	-5.4	-0.9	-16.9[20 µM]	-44.6	-0.5
c1ccc(C2c3[nH]c4ccccc4c3CCN2Cc2cccn2-c2ccccn2)nc1 (stereo not drawn)	1.1	21.9	0.689	-0.2	12.6	-4.4	-0.7	-17.4	11.0
CC1(C)CC(=O)C2=C(C1)OC1=C(C(=O)CC(C)(C)C1)C2c1ccc(O)cc1O	0.9	18.6	·	0.6	-1.3	14.0	-21.8	-9.0	116.8*
Cc1ccc(N(CC(=O)NCc2ccc3c(c2)OCO3)S(=O)(=O)c2c(C)noc2C)cc1	-1.1	27.5	-2.17	-0.3	8.9	1.5	-5.7	19.2	-14.5
